CendR NRP1 mod – modulators of CendR peptide binding to human neuropilin-1 | O14786 | FAM-RPARPAR peptide binding to NRP-1, fluorescence polarization | inhibition, % at 25 µM | actives 0.85% (n = 360,000);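 active = inhibition or corrected inhibition above about 18%, plus a signal ratio from 0.5 to 1.5, limit read from the data, passing the limit was not always enough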; note: strong numbers were not always called active
NadD inh – blocks S. aureus nicotinate mononucleotide adenylyltransferase; purified NadD enzyme, colorimetric absorbance read-out; inhibition, % at 20 µM; actives 0.78% (n = 360,000); in the data active = inhibition above about 26%; note: some compounds past the cut are filed as inactive
SKN-1 inh – blocks SKN-1 activity in C. elegans; C. elegans VP596 Pgst-4::GFP/RFP ratio, acrylamide-induced, 24 h; inhibition, % at 21.8 µM; actives 0.49% (n = 360,000); AID 624304;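 active = interference check ratio from 0.5 to 1.5 plus GFP to RFP signal ratio inhibition reaching or exceeding a fixed threshold, cut at about 30% in these data, passing the limit was not always enough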; note: some compounds called inactive have numbers as strong as hits
Scp1 inh – blocks human Scp-1 phosphatase activity; Recombinant Scp1, phosphopeptide, malachite green phosphate absorbance; inhibition, % at 20 µM; AID 493091; actives 0.88% (n = 340,000); Q9GZU7;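 active = inhibition above about 50% at 20 µM, limit read from the data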;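 note: plate controls were DMSO wells with enzyme for no effect and wells lacking enzyme for full effect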
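System: truncated SCP-1 phosphatase (76-261aa); medium: Tris acetate buffer pH 5.5 with MgCl2 and Tween-20; incubation: 45 min room-temperature reaction, 5 min colour, 30 min stabiliser; compound: single 20 µM dose, 1% DMSO; reagent: Phosphorylated 17-residue peptide substrate; read-out: % inhibition at 20 µM; technique: colorimetric free-phosphate detection, absorbance 630 nm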
STEP inh – STEP (human) phosphatase inhibition; P54829; recombinant STEP, OMFP fluorogenic substrate, fluorescence; inhibition, % at 20 µM; actives 0.25% (n = 360,000);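 active = inhibition at 20 µM, scaled per plate between control wells, above about 37%, limit read from the data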;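 note: 0% = DMSO with enzyme and substrate and 100% = substrate only without enzyme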
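medium = Bis-Tris buffer pH 6.0, 2.5 mM DTT, 0.005% Tween 20 | test system = STEP (striatal-enriched tyrosine phosphatase) enzyme, cell-free | measure = normalized % inhibition | compound dosing = 20 µM, 1% DMSO | also added = 25 µM OMFP | schedule = reaction 20 min, ambient temperature | measured by = fluorescence read at 480 nm ex / 540 nm em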
SUMO1-SIM PPI – alters human SUMO1 binding to SIM partners. P63165. SUMO1 binding to a labelled peptide, TR-FRET, 1 h. inhibition, % at 20 µM. actives 0.33% (n = 360,000). AID 602429; in the data active = inhibition above about 37%
Rpn11 inh – blocks the human proteasome subunit Rpn11; calls only at 20 µM; actives 0.59% (n = 360,000); human 26S proteasome, Ub4-pepOG fluorescence polarization; 20S core pre-blocked with epoxomicin; O00487;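 active = inhibition at 20 µM, scaled to each plate's controls, above about 33%, limit read from the data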
DNMT1 inh – inhibitors of human DNMT1. DNMT1 molecular beacon, Hinp1I cleavage, fluorescence. inhibition (reported as % activation of signal), % at 10 µM. actives 0.83% (n = 360,000); in the data active = inhibition above about 50%
Target sequence (P26358 504-1616 limits assumed): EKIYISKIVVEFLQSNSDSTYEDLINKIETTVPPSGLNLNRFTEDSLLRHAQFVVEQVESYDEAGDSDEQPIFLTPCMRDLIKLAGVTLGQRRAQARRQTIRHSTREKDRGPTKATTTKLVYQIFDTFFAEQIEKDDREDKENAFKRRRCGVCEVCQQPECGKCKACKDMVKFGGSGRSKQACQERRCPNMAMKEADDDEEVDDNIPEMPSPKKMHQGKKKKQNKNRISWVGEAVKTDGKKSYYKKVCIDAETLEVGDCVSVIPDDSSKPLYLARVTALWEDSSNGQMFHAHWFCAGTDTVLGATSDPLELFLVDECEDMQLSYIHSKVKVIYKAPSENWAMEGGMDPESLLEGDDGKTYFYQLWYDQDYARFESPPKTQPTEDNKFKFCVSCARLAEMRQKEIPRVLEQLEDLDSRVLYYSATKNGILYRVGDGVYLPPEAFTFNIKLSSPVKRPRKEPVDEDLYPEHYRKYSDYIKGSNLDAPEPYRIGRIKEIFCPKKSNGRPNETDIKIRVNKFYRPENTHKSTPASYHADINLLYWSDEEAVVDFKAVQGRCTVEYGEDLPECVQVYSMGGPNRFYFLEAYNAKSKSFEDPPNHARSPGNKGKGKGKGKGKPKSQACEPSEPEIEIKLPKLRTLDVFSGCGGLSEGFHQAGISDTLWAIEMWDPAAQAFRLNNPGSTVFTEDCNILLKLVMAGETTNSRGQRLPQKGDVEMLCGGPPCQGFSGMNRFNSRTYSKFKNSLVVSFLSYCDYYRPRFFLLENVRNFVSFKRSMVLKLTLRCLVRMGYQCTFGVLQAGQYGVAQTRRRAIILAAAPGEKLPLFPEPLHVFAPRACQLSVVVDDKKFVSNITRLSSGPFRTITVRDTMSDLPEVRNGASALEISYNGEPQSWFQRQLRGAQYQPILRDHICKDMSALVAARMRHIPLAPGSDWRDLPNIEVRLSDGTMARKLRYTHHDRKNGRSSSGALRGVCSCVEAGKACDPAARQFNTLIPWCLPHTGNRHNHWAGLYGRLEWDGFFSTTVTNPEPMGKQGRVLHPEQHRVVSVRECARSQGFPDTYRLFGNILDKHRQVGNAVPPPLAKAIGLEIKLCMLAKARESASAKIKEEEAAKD
MT1-MMP act inh – inhibitors of human MT1-MMP activation | HT1080 RFP-PRO-GFP cells, GFP/RFP ratio fluorescence, overnight; percent of plate control window, DMSO zero | GFP/RFP ratio change, % at 20 µM | actives 0.061% (n = 360,000) | P50281;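 active = GFP/RFP ratio change of at least 30% with cell ATP level not reduced by more than half and red fluorescence within 50% of control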; note: strong numbers were not always called active
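system = RFP-PRO-GFP reporter HT1080 cells | dosing = 20 µM single dose, 1% DMSO | timing = overnight cell settling, then overnight compound exposure, 37 °C, 5% CO2 | read-out basis = GFP/RFP fluorescence ratio | controls = DMSO and RFP-L50D-GFP cell wells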
LMPTP inh – LMPTP (human) inhibition; P24666; inhibition, % at 20 µM; actives 0.22% (n = 360,000); AID 651560; recombinant LMPTP-A, OMFP fluorogenic substrate, fluorescence intensity;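 active = compounds that cut the enzyme signal by at least half of the control window in the single-dose screen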;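 note: plate controls were DMSO wells with enzyme plus substrate for no effect and substrate without enzyme for full effect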
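Assay system: LMPTP-A enzyme. Input: 0.625 nM LMPTP-A final. Probe or stimulus: 400 µM OMFP. Compound dosing: single 20 µM dose. Schedule: 50 min dark incubation at room temperature. Detection: fluorescence intensity of OMFP turnover product. Read-out: percent inhibition versus substrate-only and uninhibited controls. Benchmarks: no-enzyme low control, uninhibited high control.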
* marks the source's active call; other numbers are inactive results; i = inactive; · = not tested or not shown. No enrichment for hits; 3.9% or so of the library scored in one or more.

SMILES	CendR NRP1 mod	NadD inh	SKN-1 inh	Scp1 inh	STEP inh	SUMO1-SIM PPI	Rpn11 inh	DNMT1 inh	MT1-MMP act inh	LMPTP inh
N#Cc1ccc(OCC(O)CN2CCN(CC(O)COc3ccc(C#N)cc3)CC2)cc1 (stereo not given)	-2	-2	-8	-2	0	1	i	0	2	2.0
Cc1ccc(S(=O)(=O)N(C)C)cc1NC(=O)C(C)OC(=O)C1CCCCC1 (stereo not given)	14	-1	6	-15	3	8	i	-3	2	0.1
CC(NC(=O)CN1C(=O)c2ccccc2C1=O)c1ccccc1 (stereo not given)	2	1	-7	0	-1	-5	i	2	-3	0.1
CC(=O)NC1(C(F)(F)F)NC(=O)N(C2CCCCC2)C1=O (stereo not given)	7	-5	20	-6	-5	-9	i	0	-2	-1.4
CC1(C(=O)NS(=O)(=O)c2ccccc2Cl)CCN1C(=O)C1(c2ccccc2)CCCC1 (stereo not given)	2	-5	5	·	1	1	i	6	-1	-2.8
O=C(Cn1ccc([N+](=O)[O-])n1)N1CCCCC1	-3	-9	-4	-6	1	-1	i	2	-2	0.9
Cc1cc2nc(CCN(C(=S)NCC(C)C)C3CCCC3)[nH]c2cc1C	1	2	9	-10	0	1	i	-3	1	1.5
O=C(COC(=O)/C=C/c1cccc(Cl)c1)Nc1cccc(S(=O)(=O)NC2=NCCC2)c1	-3	-13	18	-5	4	-8	i	-6	3	0.0
CC(=O)Nc1ccc(C(=O)CN2CCN(c3ccccc3)CC2)cc1	3	7	15	-1	47*	70*	i	-7	0	4.2
CCOC(=O)C1=C(COC(=O)c2cc(OC)c(OC)cc2[N+](=O)[O-])NC(=O)NC1C (stereo not given)	-9	2	-12	-7	1	-20	i	-2	6	-0.3
COc1cccc(CNC2CCCC2)c1	0	-4	-30	-7	-1	6	i	-4	2	-1.1
CCC1CCCCN1C(=O)c1ccc(OC)c(OC2CCN(C(C)=O)CC2)c1 (stereo not given)	-1	1	-3	-2	-1	-1	i	0	-1	-1.1
CCCn1c(=S)[nH]c2cc(C(=O)N3CCN(C(=O)OCC)CC3)ccc2c1=O	3	-2	-1	-3	-2	-1	i	3	·	-2.4
CCn1cc(C(=O)O)c(=O)c2cc(F)c(N3CCN(S(=O)(=O)c4ccc(NC(=O)OC)cc4)CC3)cc21	-7	4	10	-5	1	5	i	-4	-11	49
O=c1c(Cl)c(NCc2ccco2)cnn1C12CC3CC(CC(C3)C1)C2	-12	-4	-5	-3	2	-19	i	1	-2	-1.0
Cn1c(/C(C#N)=C/c2ccc(-c3ccc(S(N)(=O)=O)cc3)o2)nc2ccccc21	132	7	-19	1	-40	-9	i	15	-161	0.8
O=C(CN1C(=O)c2ccc([N+](=O)[O-])cc2C1=O)NC1CCCCCC1	14	-5	-22	-6	0	-31	i	2	3	-1.4
Cc1ccc(S(=O)(=O)CCC(=O)Nc2cc(C)on2)cc1	-2	-4	9	·	1	6	i	0	2	-2.0
O=C(COc1ccc(Cl)cc1)Nc1ccc2c(c1)CCC2	-18	-2	4	-6	3	-4	i	4	4	1.7
N#Cc1ccc(Oc2ccc(C#N)c(C#N)c2)cc1C#N	-18	1	-6	-2	0	0	i	0	3	0.1
Cc1ccc(NC(=S)NC(=O)C2CC2)c(C)c1	-6	-1	45*	-5	1	2	i	-1	0	0.8
CCOC(=O)[C@]12CCCC=C1N(Cc1ccco1)C(=O)[C@H](CC(=O)NCCCN1CCCC1=O)C2	-8	9	10	·	·	4	·	·	4	-1.2
CCc1cc2c(cc3c(=O)n(CC(=O)N4CCN(C)CC4)ncn32)s1	-1	-5	3	-6	-1	-11	i	1	2	0.1
Cc1ccc(NC(=O)CSCC(N)=O)cc1C	9	3	8	-1	-4	0	i	0	-1	-1.1
O=[N+]([O-])c1cc([N+](=O)[O-])c2cccnc2c1Oc1ccccc1O	-17	10	-2	-5	7	-14	i	-2	9	20

Further structures:
SMILES	CendR NRP1 mod	NadD inh	SKN-1 inh	Scp1 inh	STEP inh	SUMO1-SIM PPI	Rpn11 inh	DNMT1 inh	MT1-MMP act inh	LMPTP inh
O=C(CNC(=O)c1ccc(Br)o1)NNC(=O)c1ccccc1F	11	-5	0	-7	0	-1	i	5	-3	-0.6
CCCc1cc(=O)oc2cc(C)cc(O)c12	-4	-5	6	-10	-1	-3	i	-3	1	-0.7
Cc1cc(/C=N/NC(=O)Cn2c3ccccc3c(=O)c3ccccc32)c(C)n1-c1ccc(Cl)cc1	-15	49*	0	-1	-1	0	i	-14	1	2.1
O=C(COC(=O)CCC(=O)c1ccc(Cl)cc1)NC1CC1	-1	4	17	-6	-1	-3	i	0	6	-1.3
CN(CCO)c1cc(N2CCCCC2)c2nonc2c1[N+](=O)[O-]	-8	1	9	-4	3	-28	i	-2	11	2.9
CSc1sccc1/C=C(/C#N)C(=O)c1ccco1	-32	-3	-2	-9	4	10	i	10	-3	-1.0
COc1cccc2cc(CC(=O)c3cc(C)ccc3C)c(=O)oc12	-5	-9	22	-20	2	3	i	6	0	-0.2
Cc1cc(C)n(CC(O)COc2ccccc2)n1 (stereo not given)	15	1	9	-15	-1	0	i	-1	-1	0.1
CC1CCCCC1NC(=O)COC(=O)C12CC3CC(CC(Cl)(C3)C1)C2 (stereo not given)	-14	-6	1	-10	1	4	i	2	-2	0.1
CN(C)c1nc(N)ncc1-c1ccc(Oc2ccccc2)cc1	3	-4	-10	7	3	3	i	5	3	8.3
O=C(NCCNCc1ccccc1)c1ccco1	-50	14	-10	70*	10	-7	i	68*	5	22
Cc1cccc(C)c1-n1nnnc1-c1nc2cc3ccccc3cc2[nH]c1=O	-15	27	2	·	·	0	·	·	0	8.5
C=CCNC(=O)CC(=O)N/N=C/c1cccs1	16	1	2	4	-1	-9	i	2	-3	0.9
CCC(Sc1ncccc1C(=O)OC(C)C)C(=O)NCc1ccco1 (stereo not given)	-7	-9	-15	-7	-1	1	i	-8	-2	-1.7
C#CCOCCOCCOCCNc1nc(N2CCN(C(=O)CCCCCCCCCCNC(=O)[C@H]([C@@H](C)CC)n3cc(CCCCCN)nn3)CC2)nc(N2CCN(C(=O)CCCCCCCCCCNC(=O)[C@H](CO)n3cc(CCCCCN)nn3)CC2)n1	9	21	2	23	4	-139	i	-65	6	-0.8
O=C(Cc1cccc(NC(=O)C2CCCN(C(=O)C3CCCCC3)C2)c1)Nc1cccc(C(=O)N2CCCCC2)c1 (stereo not given)	-10	8	1	-8	-1	0	i	6	1	-0.3
O=C(c1ccco1)N1CCN(C2CCCC2)CC1	1	-1	-13	-7	8	0	i	-1	4	-2.3
O=C1CCC(=O)N1c1ccc(NCc2ccccc2Cl)c([N+](=O)[O-])c1	-100	-2	11	-5	3	-27	i	-1	9	1.4
O=C(NC(=S)N1CCN(C/C=C/c2ccccc2)CC1)c1ccco1	-2	-2	10	-3	2	6	i	-1	5	-1.0
OC[C@@H]1CN(Cc2ccc3c(c2)OCO3)C[C@H](n2cnc3c(NC4CCCC4)ncnc32)O1	6	4	16	·	1	-1	i	1	6	-0.1
C=CCN(CC(=O)NCc1ccc(F)cc1)C(=O)c1csnn1	2	-1	-2	0	4	2	i	-2	-33	-2.2
Cn1cnc(C(=O)N2CCN(c3ccccc3)CC2)c1C(=O)N1CCN(c2ccccc2)CC1	-9	8	8	96*	-1	1	i	8	2	-2.2
COc1ccccc1CN(Cc1cc2cc(C)ccc2[nH]c1=O)Cc1nnnn1Cc1ccco1	-47	27	24	-1	6	8	i	-5	-18	0.7
CC1CCCCN1C(=O)CSc1nnc(-c2ccc(Cl)s2)o1 (stereo not given)	0	-3	28	4	2	-8	i	3	7	-1.1
S=C(NCCSCc1ccc(Cl)c(Cl)c1)Nc1ccccc1	5	-5	10	-9	6	1	i	2	-6	4.3

Arranged by SMILES length (rising): four of the compounds above
SMILES	CendR NRP1 mod	NadD inh	SKN-1 inh	Scp1 inh	STEP inh	SUMO1-SIM PPI	Rpn11 inh	DNMT1 inh	MT1-MMP act inh	LMPTP inh
O=C(CNC(=O)c1ccc(Br)o1)NNC(=O)c1ccccc1F	11	-5	0	-7	0	-1	i	5	-3	-0.6
COc1cccc2cc(CC(=O)c3cc(C)ccc3C)c(=O)oc12	-5	-9	22	-20	2	3	i	6	0	-0.2
O=C(NC(=S)N1CCN(C/C=C/c2ccccc2)CC1)c1ccco1	-2	-2	10	-3	2	6	i	-1	5	-1.0
Cc1cc(/C=N/NC(=O)Cn2c3ccccc3c(=O)c3ccccc32)c(C)n1-c1ccc(Cl)cc1	-15	49*	0	-1	-1	0	i	-14	1	2.1

(cont.)
SMILES	CendR NRP1 mod	NadD inh	SKN-1 inh	Scp1 inh	STEP inh	SUMO1-SIM PPI	Rpn11 inh	DNMT1 inh	MT1-MMP act inh	LMPTP inh
O=C(C=Cc1ccccc1)c1cc(Br)ccc1O	-4	-5	43*	-11	3	9	i	4	4	2.0
Cc1ccc(-c2nc(N)sc2CC(=O)OCC(=O)NC2CCCC(C)C2C)cc1 (stereo not given)	-12	12	4	1	4	2	i	-18	-2	-2.7
O=c1c(Cc2c(F)cccc2Cl)c(O)ccn1CC1CCCO1 (stereo not given)	8	1	-3	-6	1	2	i	0	1	-1.2
CN(C)c1ccc(NC(=O)COC(=O)c2cc(=O)c3ccccc3o2)cc1	7	-1	9	-8	0	-1	i	11	5	0.1
COc1ccc(NC(=O)CSc2nc3ccccc3nc2N2CCCC2)cc1Cl	-4	5	-1	-5	-1	-3	i	-10	1	2.8
CCOC(=O)c1cc(CN2CCOCC2)oc1-c1ccccc1	5	2	-20	-3	-3	5	i	3	-1	-0.5
Cn1c(=O)n(CC(=O)Nc2cccnc2)c2ccccc21	-9	0	-9	-4	-3	0	i	1	-1	-0.7
COCc1cc(=O)n2[nH]c(-c3cccs3)cc2n1	0	-11	2	0	4	4	i	2	2	-0.2
O=C(O)c1ccc(N/N=C/C(Br)=C/c2ccccc2)cc1	-16	-2	-4	3	0	-14	i	5	0	-0.4
O=C(CCc1nc2ccccc2[nH]c1=O)N/N=C/c1ccccc1	5	4	8	-3	0	-5	i	-1	2	-0.9
COc1ccccc1CC(=O)Nc1cc(OC)c(NC(=O)c2ccccc2)cc1OC	-5	-3	19	-5	4	13	i	-3	5	0.5
CC1CCCCC1NC(=O)c1ccc(CNc2c(N3CCCC3)c(=O)c2=O)cc1 (stereo not given)	-3	1	11	-13	0	0	i	1	1	0.0
Cc1[nH]c2ccccc2c1C(=O)C(=O)NCc1nnnn1-c1cccc(F)c1	2	2	19	·	1	-9	i	-1	1	1.0
CC(C)(C)Cc1c(-c2ccccc2)nc2ccc(Cl)cn12	0	0	3	·	1	-1	i	17	-1	3.5

Source: PubChem BioAssay
